CD11b adhes enh: increases human CD11b/CD18 adhesion to fibrinogen; AID 1499; actives 0.07% (n = 93,000); P05107+P11215; activation, % at 10 µM; K562 CD11b/CD18 adhesion to fibrinogen, ATPlite luminescence;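 active means 10 µM primary screen giving 50% or more activity, confirmed by 40% or more on retest at that dose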; further: strong numbers were not always called active
Rev-RRE block: inhibitors of HIV-1 Rev-RRE RNA interaction; inhibition, % at 8 µM; actives 0.79% (n = 97,000); Rev peptide-RRE RNA binding, FRET; AID 704; P05866;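 active means inhibition above the screen-wide mean plus 3 SD, cut at about 35% in these data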;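 further: 0% = median DMSO wells and 100% = median Neomycin B control wells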
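Test system – labelled RRE RNA duplex and labelled Rev peptide · Reagent – labelled Rev peptide · Doses – one concentration, 8 µM nominal · Incubation – 5 + 15 min at 25 °C · Signal – FRET fluorescence readout · Read-out basis – % inhibition of FRET ratio versus controls · Control set – DMSO wells as 0% and neomycin B wells as 100% inhibition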
FAK inh: inhibitors of human focal adhesion kinase | Q05397 | biochemical FAK kinase activity assay | inhibition, %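 (tested at 7 µM)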 | actives 0.84% (n = 97,000); in the data active means inhibition above about 19%;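 further: 0% = DMSO and 100% = reference compound high control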
CD11b adhes inh: CD11b/CD18-fibrinogen binding inhibition; AID 1497; P05107+P11215; K562 CD11b/CD18 adhesion to fibrinogen, ATPlite luminescence; Mn2+ added to activate the integrin; actives 0.54% (n = 93,000); inhibition, % at 10 µM;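 active means primary inhibition of 50% or more at 10 µM, then 40% or more on retest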; further: some results filed as inactive read as strong as hits
ERb SRC1 inh: blocks coactivator binding to human estrogen receptor beta; TR-FRET ER-beta LBD / SRC1-Cy5 peptide binding; receptor agonist-loaded with 1 µM estradiol; inhibition, % at 25.6 µM; actives 1.3% (n = 86,000);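 active means compounds whose percent inhibition of the receptor-coactivator binding signal exceeds about 50% in the single-dose screen, limit read from the data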;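 further: 0% = receptor plus peptide wells without compound and 100% = peptide-only wells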
Target sequence (Q92731 whole entry, looked up, the tested form may be a part): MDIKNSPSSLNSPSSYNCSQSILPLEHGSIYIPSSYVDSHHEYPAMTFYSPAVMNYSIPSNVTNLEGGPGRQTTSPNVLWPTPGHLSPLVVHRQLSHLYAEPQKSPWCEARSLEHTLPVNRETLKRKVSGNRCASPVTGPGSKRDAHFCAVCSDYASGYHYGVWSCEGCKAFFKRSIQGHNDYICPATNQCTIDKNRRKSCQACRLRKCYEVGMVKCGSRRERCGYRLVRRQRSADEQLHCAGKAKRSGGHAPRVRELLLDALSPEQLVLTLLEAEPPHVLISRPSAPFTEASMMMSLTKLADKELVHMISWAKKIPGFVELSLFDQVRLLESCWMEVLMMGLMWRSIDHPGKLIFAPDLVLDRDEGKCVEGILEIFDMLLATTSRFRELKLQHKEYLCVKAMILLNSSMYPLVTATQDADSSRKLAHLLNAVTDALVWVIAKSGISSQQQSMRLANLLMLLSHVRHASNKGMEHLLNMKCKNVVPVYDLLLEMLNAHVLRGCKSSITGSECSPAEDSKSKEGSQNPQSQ
PLK1 kinase inh: PLK1 (human) kinase inhibition; recombinant PLK1 kinase, TR-FRET peptide phosphorylation; inhibition, % at 10 µM; P53350; actives 0.53% (n = 97,000);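 active means inhibition of 50% or more in the single-concentration screen; inactive means inhibition below 50%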;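 further: 0% = DMSO max control and 100% = H-89 dihydrochloride min control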
Target sequence (P53350 whole entry, looked up): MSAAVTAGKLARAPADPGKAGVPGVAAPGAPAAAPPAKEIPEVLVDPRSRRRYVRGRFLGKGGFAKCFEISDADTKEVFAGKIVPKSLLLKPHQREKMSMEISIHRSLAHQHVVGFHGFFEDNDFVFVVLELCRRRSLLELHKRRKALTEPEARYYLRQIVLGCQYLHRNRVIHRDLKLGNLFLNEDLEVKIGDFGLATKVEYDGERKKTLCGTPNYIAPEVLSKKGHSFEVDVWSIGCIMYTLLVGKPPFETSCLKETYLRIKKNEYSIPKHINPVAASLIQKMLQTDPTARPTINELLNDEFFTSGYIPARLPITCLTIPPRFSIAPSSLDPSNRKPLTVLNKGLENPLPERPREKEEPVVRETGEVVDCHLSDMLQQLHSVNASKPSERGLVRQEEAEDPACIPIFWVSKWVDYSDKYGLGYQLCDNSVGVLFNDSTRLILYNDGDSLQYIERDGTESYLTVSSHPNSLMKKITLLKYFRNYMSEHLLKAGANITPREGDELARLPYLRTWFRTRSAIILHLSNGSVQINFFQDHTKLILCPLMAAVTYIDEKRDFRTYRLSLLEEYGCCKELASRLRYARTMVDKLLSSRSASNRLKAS
ERa coact inh: blocks coactivator binding to human estrogen receptor alpha. TR-FRET ER-alpha LBD / SRC-1 peptide, estradiol-bound. inhibition, % at 25.6 µM. actives 1.7% (n = 86,000). AID 629; in the data active means inhibition above about 50%;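 further: 0% = receptor plus peptide control and 100% = peptide only without receptor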
PLK1 PBD inh: Plk1 (human) PBD binding inhibition; Plk1 PBD phosphopeptide binding, fluorescence polarization; inhibition, %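 (tested at about 20 µM)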; actives 0.13% (n = 97,000); AID 693; in the data active means inhibition above about 34%, passing the limit was not always enough
ERa SRC1 pot: ER-alpha (human) coactivator binding potentiation. P03372. TR-FRET ERalpha-LBD/SRC-Cy5 coactivator binding, 2 h; 100 = basal binding, no effect. coactivator binding (% of control), % at 25.6 µM. actives 1.3% (n = 86,000). AID 639; in the data active means activity above about 200%;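 further: binding measured in presence of low estradiol as agonist stimulus; 0% = peptide alone without receptor and 100% = receptor with peptide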
* = called active by the depositor; . = no result given; [ ] = dose if it differs, or a comment. Rows are unselected. Share with any hit: about 4.7%.

ERb SRC1 inh	FAK inh	PLK1 kinase inh	ERa coact inh	CD11b adhes enh	Rev-RRE block	PLK1 PBD inh	ERa SRC1 pot	CD11b adhes inh	Structure
-3.0	-1.8	-9.4	-7.1	-3.3	4.0	16.8	73.4	2.8	CC(=O)C1=C(C)Nc2cc(C(F)(F)F)ccc2S1
-12.2	2.8	-15.2	-3.0	-3.2	1.1	-3.2	65.5	7.3	O=C(O)C1C2C=CC3(CN(C4CCCC4)C(=O)C13)O2 (stereo not drawn)
-3.3	-7.3	-15.2	-2.0	.	-0.1	33.5	118.7	.	CCCCNC(=O)NS(=O)(=O)c1ccc(C(=O)OC(C)C)o1
7.5	.	.	-9.5	0.9	.	.	98.5	-35.5	Cn1c(NC(=O)c2ccc(C(C)(C)C)cc2)cc(=O)n(C)c1=O
.	-1.6	-12.2	.	0.1	2.5	0.2	.	20.6	COc1ccc(Nc2nnc(SCc3cc([N+](=O)[O-])cc4c3OCOC4)s2)cc1
-7.2	-0.1	-11.8	-8.5	.	2.8	1.6	102.8[fluorescence artefact?]	.	O=C(NCc1ccccc1)C(c1ccco1)N(C(=O)c1cnccn1)c1ccc(F)cc1 (stereo not drawn)
-8.6	-2.6	-13.8	-6.8	-4.6	1.1	5.5	119.8	-6.4	Cn1c(=O)oc2cc(S(=O)(=O)NC3CCCc4ccccc43)ccc21 (stereo not drawn)
-15.8	.	.	-14.0	-2.2	.	.	95.1	26.0	O=C(CCCOc1ccccc1)Nc1ccncc1
4.4[fluorescence artefact?]	.	.	5.2	-2.1	.	.	105.6	1.6	COc1ccc(NC(=O)Cn2nnc(-c3ccccc3NC(=O)C3CC3)n2)cc1
4.9	5.0	45.7	-4.5	-1.2	-0.6	-12.7	108.1	-8.6	O=C(OCc1cc2ccccc2[nH]c1=O)c1cccnc1
10.8	1.7	-4.5	-8.5	3.3	6.3	12.3	96.5	15.1	CC(C)NC(=O)CSc1nnc(-c2ccco2)n1N
1.6	-1.4	-3.9	-11.6	.	5.7	-8.9	93.5	.	CCCc1noc2c1/C(=N\O)CCC2
15.9	20.8*	-5.2	23.9	-5.0	6.2	4.4	86.6	13.1	CCN1CCCC1CNc1ncnc2c1[nH]c1ccc(Cl)cc12 (stereo not drawn)
57.4*[fluorescence artefact?]	-212.2	-18.6	64.2*[fluorescence artefact?]	10.4	6.8	-3.7	372.8*[fluorescence artefact?]	-16.9	COc1cccc(NC(=O)CSc2ncnc3c2oc2ccccc23)c1
43.1[fluorescence artefact?]	3.9	-2.8	47.0[fluorescence artefact?]	5.2	6.9	-15.4	100.9[fluorescence artefact?]	11.7	COC(=O)c1sc(N)c(C(=O)OC)c1COC(=O)C1CC(=O)N(Cc2ccco2)C1 (stereo not drawn)
3.1	-1.3	13.3	-13.1	-4.3	4.4	-11.8	90.3	-3.9	CCOC(=O)CSC1=C(C#N)C(c2ccc(C)cc2)C2=C(CCCC2=O)N1 (stereo not drawn)
-6.7	.	.	-0.3	-4.7	.	.	47.1	1.9	COc1ccc2c(c1OC)C(=O)OC2Nc1ccccc1S(=O)(=O)C(F)F (stereo not drawn)
-5.7	-5.5	-8.2	1.2	-2.1	-0.3	4.2	100.8	-7.7	O=C(NCCSc1c[nH]c2ccccc12)c1ccco1
1.9	-0.8	-10.5	-3.9	-0.9	10.0	7.2	78.7	13.5	O=C(C#Cc1ccccc1)c1cccc([N+](=O)[O-])c1
-8.0	.	.	-0.5[fluorescence artefact?]	5.6	.	.	106.3	1.2	COc1ccc(CN2CCN(c3ccccn3)CC2)c(OC)c1
-8.1	-1.4	-10.1	-3.8	-0.6	0.3	-6.9	114.6	-6.0	COc1ccc(S(=O)(=O)Nc2ccccc2SC)cc1C
.	-0.9	0.3	.	-5.4	6.6	-8.8	.	2.9	Cc1ccc(C(NC(=O)NCCCN2CCOCC2)=C(Cl)Cl)cc1F
3.8[fluorescence artefact?]	3.0	-2.0	-2.4	-4.1	6.8	-9.0	110.9[fluorescence artefact?]	-5.2	COc1ccc(S(=O)(=O)Nc2cc(C(=O)NCCC(C)C)ccc2N2CCOCC2)cc1
1.3[fluorescence artefact?]	.	.	5.6	-4.1	.	.	114.2	-9.2	Cc1onc(-c2ccccc2)c1C(=O)NCc1cccnc1
1.4	0.2	-2.3	-2.5	-5.2	6.0	4.5	112.1	0.5	O=C1NCCCC1C(=O)Nc1ccccn1 (stereo not drawn)
0.0	.	.	6.2	0.5	.	.	111.0	-10.2	CCCOc1ccc(/C(O)=C2/C(=O)C(=O)N(CCN(CC)CC)C2c2ccncc2)cc1 (stereo not drawn)
.	1.5	-6.5	.	3.3	-3.0	10.0	.	-0.2	COc1ccc(/C=N/N2CCN(c3ccncc3S(=O)(=O)N3CCCCC3)CC2)cc1
4.3	5.7	-0.9	-25.1	-4.8	5.0	-8.0	115.4	3.9	CC(C)(C)NC(=O)c1ccc2nccnc2c1
38.2	3.9	-13.7	-6.8	-1.5	4.8	-16.5	124.2	-10.2	O=C(Nc1ccc(NC(=O)C23CC4CC(CC(C4)C2)C3)cn1)c1ccco1
-3.2	0.3	-7.0	5.2	.	7.1	-1.9	132.7	.	CC(=O)NC(CCS(C)(=O)=O)C(=O)Nc1nc(C)cs1 (stereo not drawn)
4.7	.	.	-4.0	0.3	.	.	113.8	-1.2	CCN1CCN(CCNC(=O)c2ccc(CS(=O)(=O)c3ccccc3C)o2)CC1
13.1	2.7	-6.2	17.9	-0.5	13.7	25.0	97.8	4.3	O=C(COc1ccc(Cl)cc1)NCc1nnc(SCC(=O)c2ccccc2)o1
0.5	2.5	61.7*	-1.2	2.9	5.7	-38.2	88.5	-22.1	CC(C)(C)NC(=O)C1CCCN(S(=O)(=O)c2cccc3cccnc23)C1 (stereo not drawn)
5.1	0.3	-3.1	-11.0	.	13.8	8.1	108.0	.	COc1ccc(NC(=O)c2ccc(Cc3ccc(C)cc3)o2)cc1
-8.0[fluorescence artefact?]	1.3	-7.2	6.4	-4.1	0.0	4.8	121.6	12.3	CC1CCN(CCNC(=O)CN(C)S(=O)(=O)c2cccc3nsnc23)CC1
-26.3[fluorescence artefact?]	1.7	-9.1	-19.6	-1.6	17.8	-7.8	105.0	-16.8	CCc1ccc(Nc2cc(=O)n(C3CCCCC3)c(=O)[nH]2)cc1
-8.3	-1.6	-2.9	-6.3	-0.3	13.3	16.9	109.9	-6.8	Cc1c(Nc2nc3ccccc3nc2NS(=O)(=O)c2cccs2)c(=O)n(-c2ccccc2)n1C
.	-0.3	-5.8	.	-5.0	8.1	-30.6	.	9.2	CC(=O)Nc1ccc(S(=O)(=O)Oc2ccc(N3C(=O)C4CCCCC4C3=O)cc2)cc1 (stereo not drawn)
-7.3[fluorescence artefact?]	0.5	-8.0	1.2[fluorescence artefact?]	.	10.1	7.6	107.5	.	CCCNc1cc(C)c(C#N)c2nc3ccccc3n12
14.3[fluorescence artefact?]	3.7	-8.0	9.5	1.8	7.4	-5.8	177.1	-11.5	Cc1cc(NC(=O)CSc2nnc3c4c(C)c(C)sc4ncn23)no1
.	7.7	-10.3	.	-8.1	4.8	-8.1	.	20.4	CC1CCCN(c2nc3c(c(=O)[nH]c(=O)n3C)n2Cc2ccccc2Cl)C1 (stereo not drawn)
3.1	.	.	-4.3	-1.2	.	.	101.1	3.6	Cc1cc(C(=O)NCc2ccco2)cs1
.	-4.8	-9.8	.	.	3.3	-29.0	.	.	CC(/C=C/c1ccccc1)=N/NC(=O)CNC(=O)c1ccc2c(c1)OCO2
7.7[fluorescence artefact?]	0.9	-14.9	13.4[fluorescence artefact?]	-2.7	6.9	4.9	97.5[fluorescence artefact?]	13.9	CCn1c2ccccc2c2cc(NC(=O)N3CCOCC3)ccc21
-2.5	1.1	-12.6	-4.3	-6.0	1.9	42.9	108.7	-2.2	O=C(Cn1c(=O)oc2cc(S(=O)(=O)N3CCOCC3)ccc21)N1CCc2ccccc2C1
-2.9[fluorescence artefact?]	-5.1	3.6	7.1[fluorescence artefact?]	11.8	4.7	-11.2	128.8	-13.3	COc1ccc(CNC(=O)C2CCCN2S(=O)(=O)c2ccc(C)cc2)cc1 (stereo not drawn)
-10.6	-0.2	-23.1	-5.8	0.9	6.9	5.3	124.4	-2.6	CCSc1nc(=O)n(-c2ccccc2)c(C)c1C(C)=O
4.7[fluorescence artefact?]	-4.5	-8.8	0.7	8.9	8.2	-4.5	90.6	-14.7	C=C1CSc2nc(=O)c3c4c(sc3n21)CCCC4
4.9[fluorescence artefact?]	6.0	-9.4	0.1	-1.1	6.2	14.3	96.2[fluorescence artefact?]	-8.0	Cc1cc(C)nc(-n2nc(C)cc2NC(=O)CN2CCC(C)CC2)n1
47.5[fluorescence artefact?]	.	.	27.6	13.7	.	.	710.8*[fluorescence artefact?]	8.7	CC(=O)c1cccc(NC(=O)CN(c2ccccc2)S(C)(=O)=O)c1

New compounds follow.
ERb SRC1 inh	FAK inh	PLK1 kinase inh	ERa coact inh	CD11b adhes enh	Rev-RRE block	PLK1 PBD inh	ERa SRC1 pot	CD11b adhes inh	Structure
-0.5	-1.5	11.2	2.1	-4.9	1.8	17.0	103.1	1.2	COc1ccc(NC(=O)CSc2nnc(-c3ccccc3C)n2N)cc1OC
.	4.6	74.0*	.	3.1	6.1	11.5	.	4.5	COC(=O)c1sc2nc[nH]c(=O)c2c1C
1.7	2.7	-11.2	-5.1[fluorescence artefact?]	24.1	-0.4	4.5	111.9	-6.6	O=C(Nc1ccc(N2CCN(C(=O)c3ccco3)CC2)cc1)C(c1ccccc1)c1ccccc1
-4.8	-3.7	-10.3	-11.3	-1.1	-2.0	-10.0	109.2	0.9	O=C(c1ccc(S(=O)(=O)N2CCCC2)cc1)N1CCCc2ccccc21
-1.5	-1.3	-0.1	5.9	2.5	7.7	-23.7	116.8	-18.5	COc1ccc(S(=O)(=O)N2CCC(C(=O)N3CCCCCC3)CC2)cc1
-7.3	1.0	-4.1	-7.0	-4.6	0.5	-14.5	89.1	-1.4	CC(C)C(CCNC(=O)CN1C(=O)c2ccccc2C1=O)c1ccco1 (stereo not drawn)
-6.4	-0.4	-2.5	-5.5	-2.4	3.5	6.0	113.2	1.2	O=C(NC1CCCCC1)c1cccc(Cn2cc(Cl)cn2)c1
-5.8	-1.9	21.8	-0.4	-0.2	7.2	6.2	124.8	2.2	c1ccc2c(c1)oc1c(N3CCOCC3)ncnc12
-0.9[fluorescence artefact?]	.	.	12.9[fluorescence artefact?]	-2.5	.	.	82.2	-7.8	Cc1ccc(-n2ncc(-c3nnc(SCC(=O)NC4CCCC4)o3)c2N)cc1C
-14.2	5.5	-1.5	-9.1	.	9.3	-17.1	104.8	.	Cc1cc(=O)[nH]c2ccccc12

Entries of single compounds from above. Order of screens: ERb SRC1 inh | FAK inh | PLK1 kinase inh | ERa coact inh | CD11b adhes enh | Rev-RRE block | PLK1 PBD inh | ERa SRC1 pot | CD11b adhes inh
Listed for `O=C(O)C1C2C=CC3(CN(C4CCCC4)C(=O)C13)O2` (stereo not drawn) : -12.2 | 2.8 | -15.2 | -3.0 | -3.2 | 1.1 | -3.2 | 65.5 | 7.3
Listed for `CC(C)C(CCNC(=O)CN1C(=O)c2ccccc2C1=O)c1ccco1` (stereo not drawn) : -7.3 | 1.0 | -4.1 | -7.0 | -4.6 | 0.5 | -14.5 | 89.1 | -1.4
Listed for `CCN1CCCC1CNc1ncnc2c1[nH]c1ccc(Cl)cc12` (stereo not drawn) : 15.9 | 20.8* | -5.2 | 23.9 | -5.0 | 6.2 | 4.4 | 86.6 | 13.1
Listed for `Cc1cc(C)nc(-n2nc(C)cc2NC(=O)CN2CCC(C)CC2)n1` : 4.9[fluorescence artefact?] | 6.0 | -9.4 | 0.1 | -1.1 | 6.2 | 14.3 | 96.2[fluorescence artefact?] | -8.0

Screening data: PubChem, several laboratories
